Mdm2 ligase inh = Mdm2 E3 ligase (human) inhibition | Q00987 | cell-based MDM2 ubiquitination luciferase reporter, 2 h; 0 = plate control, 100 = twice control, blank-subtracted | signal enhancement, % at 5 µM | 210,000 tested, 0.11% active;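 active means signal enhancement of 30% or more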;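 further: luminescence tracks abundance of the self-degrading MDM2-luciferase fusion protein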
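Buffer or medium: Cells held in DMEM | Assay system: Stable mammalian line carrying autodegrading MDM2–luciferase fusion reporter | Quantity: 2000 cells/well | Times: 4 h settle plus 2 h compound, 37 °C | Doses: One concentration, 5 µM, with 0.2% DMSO | Technique: Luminescence with SteadyLite reagent, 15 min at room temperature | Benchmarks: Plate controls and plate blanks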
NPY-Y1 antag = blocks the human neuropeptide Y Y1 receptor; P25929; HEK293-CNG Y1 cells, membrane potential fluorescence; NPY at EC95, then isoproterenol; inhibition, % at 3.6 µM; 200,000 tested, 1% active; AID 1040;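 active means inhibition above the campaign mean inhibition of all tested compounds plus 3 SD, cut at about 20% in these data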;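 further: 0% = DMSO wells given NPY plus isoproterenol and 100% = isoproterenol alone without NPY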
Target sequence (P25929 whole entry, looked up): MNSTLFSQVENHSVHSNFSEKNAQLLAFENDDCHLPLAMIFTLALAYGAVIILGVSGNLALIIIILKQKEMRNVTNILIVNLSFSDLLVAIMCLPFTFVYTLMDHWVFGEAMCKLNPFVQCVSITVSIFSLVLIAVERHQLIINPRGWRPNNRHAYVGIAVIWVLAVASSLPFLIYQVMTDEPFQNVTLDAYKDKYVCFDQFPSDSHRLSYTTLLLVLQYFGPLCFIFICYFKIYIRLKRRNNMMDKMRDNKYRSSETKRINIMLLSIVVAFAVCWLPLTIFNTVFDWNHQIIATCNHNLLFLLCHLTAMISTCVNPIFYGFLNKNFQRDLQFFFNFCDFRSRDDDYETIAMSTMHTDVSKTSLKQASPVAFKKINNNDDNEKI
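Assay system: HEK293 Y1/CNG channel cell line; Doses: single compound dose of 3.6 µM, 0.4% DMSO; Timing: dye 3 h, compound 60 min room temperature, stimulation 45 min; Technique: Membrane-potential fluorescent dye readout; Measure: % inhibition of NPY effect.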
NPY-Y1 PAM-ag = human NPY-Y1 potentiation or agonism, primary screen; P25929; NPY-Y1 expressing cells, potentiator/agonist activation; 220,000 tested, 0.37% active; activation, % at 3.6 µM; AID 1304; in the data active means activation above about 33%, passing the limit was not always enough;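 further: cells stimulated with NPY at EC10 then isoproterenol at EC100; 0% = low agonist plus stimulus and 100% = saturating agonist plus stimulus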
Hck-Nef inh = inhibitors of human Hck kinase activated by Nef. P08631. Recombinant Hck-YEEI plus Nef, Z-Lyte FRET kinase assay. inhibition, % at 20 µM. 220,000 tested, 0.68% active. AID 463187;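 active means Hck-Nef kinase inhibition above about 50%, limit read from the data; inactive means inhibition below that limit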;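 further: 0% = DMSO with Hck plus Nef and 100% = Hck alone without Nef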
p97 ATPase inh = inhibitors of human p97 ATPase; 220,000 tested, 0.42% active; inhibition, % at 8 µM; recombinant p97 ATPase, Kinase-Glo ATP luminescence, 3 h; AID 1481; in the data active means inhibition above about 15%;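 further: 0% = DMSO vehicle and 100% = wells lacking enzyme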
NPY2 pot ag = human NPY-Y2 potentiation or agonism, primary screen; P49146; cells expressing NPY-Y2, potentiator/agonist read-out; activation, % at 3.6 µM; 220,000 tested, 0.45% active; AID 1359; in the data active means activation above about 27%;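 further: cells stimulated with NPY near EC25 plus isoproterenol at EC100; 0% = vehicle plus submaximal agonist and 100% = vehicle plus saturating agonist; some results beyond the cut were filed as inactive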
Runt-SMMHC FRET = inhibitors of human RUNX1 Runt domain binding to CBFb-SMMHC | Q01196+Q13951 | Cerulean-Runt/Venus-CBFb-SMMHC FRET ratio 530/480, 1 h | inhibition, % at 20 µM | 220,000 tested, 0.74% active;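 active means mean inhibition across duplicate retests at 20 µM reaching about 50%, limit read from the data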;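 further: 0% = DMSO wells and 100% = wells with excess untagged CBFb-SMMHC; inhibitors lower the FRET ratio by blocking Runt binding to CBFb-SMMHC; some results filed as inactive read as strong as hits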
Target sequence (Q01196 whole entry, looked up, the tested form may be a part): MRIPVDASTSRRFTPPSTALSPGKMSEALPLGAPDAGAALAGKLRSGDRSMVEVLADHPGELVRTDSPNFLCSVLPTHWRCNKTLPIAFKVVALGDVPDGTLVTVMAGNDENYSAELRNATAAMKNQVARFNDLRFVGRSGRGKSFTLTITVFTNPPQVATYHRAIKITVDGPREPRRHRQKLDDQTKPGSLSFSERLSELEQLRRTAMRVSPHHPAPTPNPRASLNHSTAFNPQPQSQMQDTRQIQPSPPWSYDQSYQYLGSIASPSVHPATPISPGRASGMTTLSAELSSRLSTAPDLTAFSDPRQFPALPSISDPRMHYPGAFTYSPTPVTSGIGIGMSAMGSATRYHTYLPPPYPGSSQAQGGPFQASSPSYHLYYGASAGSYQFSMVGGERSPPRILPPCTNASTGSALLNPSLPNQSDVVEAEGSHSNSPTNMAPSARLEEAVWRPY
Target sequence (Q13951 whole entry, looked up, the tested form may be a part): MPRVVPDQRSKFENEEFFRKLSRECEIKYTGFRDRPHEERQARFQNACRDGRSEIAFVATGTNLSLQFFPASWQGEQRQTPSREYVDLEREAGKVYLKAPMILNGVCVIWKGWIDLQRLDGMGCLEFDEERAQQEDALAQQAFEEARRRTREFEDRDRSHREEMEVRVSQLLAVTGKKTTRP
RBBP9 inh = inhibitors of human serine hydrolase RBBP9; recombinant RBBP9, FP-Rh probe fluorescence polarization; inhibition, % at 7.94 µM; 220,000 tested, 0.2% active; O75884; AID 1515;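 active means inhibition above the campaign mean of all tested compounds plus 3 SD, cut at about 14% in these data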;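 further: plate controls were DMSO wells with RBBP9 for no effect and wells lacking RBBP9 protein for full effect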
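System: RBBP9 protein / Buffer or medium: Tris/NaCl buffer pH 8.0 with 0.1% Pluronic / Probe or stimulus: Serine-hydrolase probe FP-Rh, 375 nM pre-mixing / Dosing: 7.94 µM single dose, 0.794% DMSO / Times: enzyme-compound preincubation 30 min, then probe labeling 45 min, 25 °C / Technique: fluorescence polarization (mP), excitation 525 nm, emission 598 nm / Replication: singlicate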
Runt-CBFb FRET = blocks binding of human RUNX1 Runt domain to CBFb; inhibition, % at 20 µM; AID 1496; Q01196+Q13951; Cerulean-Runt/Venus-CBFb FRET ratio 530/480, 1 h; 220,000 tested, 0.46% active;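 active means inhibition over about 50% at 20 µM in the single-dose screen, limit read from the data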;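 further: 0% = DMSO wells and 100% = excess unlabeled CBFb competitor control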
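System: Cerulean-labeled Runt domain protein | Quantity: 100 nM of each labeled protein | Schedule: 1 h compound exposure, room temperature | Detection: Fluorescence energy transfer, 422 nm excitation, 530/480 nm emission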
Numbers without * were called inactive; · = not tested or not shown.

SMILES | Mdm2 ligase inh | NPY-Y1 antag | NPY-Y1 PAM-ag | Hck-Nef inh | p97 ATPase inh | NPY2 pot ag | Runt-SMMHC FRET | RBBP9 inh | Runt-CBFb FRET
COc1ccc(C(C(N)=O)c2ncc(C(F)(F)F)cc2Cl)cc1 (stereo unspecified) | -8 | -4 | -12 | 19 | -5 | 2 | 3 | -10 | -1
CC(C)/C=C/C(=O)N1CCC(N2CCC(C(=O)N3CCOCC3)CC2)CC1 | -8 | -5 | -6 | -3 | -3 | -6 | 3 | -11 | 0
CC(=O)Nc1ccc(S(=O)(=O)N2CCc3ccccc3C2)cc1 | -1 | 0 | 17 | 1 | 2 | 4 | 2 | -2 | ·
Cc1cccc(C)c1NC(=O)CN(C)CC(=O)Nc1cc(Cl)ccc1C#N | -9 | 3 | 18 | -1 | -5 | -19 | -1 | -5 | 1
Cc1cccc(/C=N/NC(=O)NC23CC4CC(CC(C4)C2)C3)n1 | 1 | · | -12 | 5 | -7 | -16 | 13 | -2 | 2
Cc1ccccc1C(=O)c1cccn1CC(=O)NCCN1CCN(c2cccc(C)c2C)CC1 | -3 | 20 | -61 | 0 | -11 | -21 | -6 | -1 | -2
C#CCOCCOCCOCCNc1nc(N2CCN(C(=O)[C@H](CCC(=O)O)n3cc(C(N)CO)nn3)CC2)nc(N2CCN(C(=O)[C@H](CCC(=O)O)n3cc(C(N)CO)nn3)CC2)n1 (stereo partly specified) | -6 | · | · | 8 | · | · | 1 | · | 1
On1c(-c2ccccc2)nc2ccccc21 | 0 | · | -12 | 16 | -7 | -1 | 1 | -9 | 3
COc1cccc(C(=O)NCC(=O)OCC(=O)C(C)(C)C)c1 | -3 | 2 | 10 | 1 | 2 | -7 | 5 | -1 | 1
NNC1=N[C@H]2CS(=O)(=O)C[C@H]2S1 | -14 | 4 | 16 | -1 | 0 | -8 | 0 | -8 | 1
Cc1ccc(Cl)cc1NC(=S)N(Cc1ccccc1)Cc1cccnc1 | -2 | 9 | -14 | -18 | -1 | -11 | -1 | 3 | 1
O=C(O)c1ccccc1-c1nc2cc(Cl)ccc2c(=O)n1O | 1 | 4 | 2 | 20 | 5 | 6 | -2 | -4 | 0
CCN(CC)S(=O)(=O)c1ccc(-c2nnco2)cc1 | -19 | 8 | 10 | -1 | 5 | 6 | -1 | -8 | -1
CC(NCC(O)COCCC12CC3CC(CC(C3)C1)C2)c1ccccc1 (stereo unspecified) | -12 | 17 | -22 | 2 | 0 | -12 | -2 | 0 | 1
CN(C)S(=O)(=O)c1cccc(NC(=O)Cn2cc(C(F)(F)F)cc(Cl)c2=O)c1 | -1 | -2 | 16 | 24 | 5 | -9 | -6 | -9 | 0
O=C(O)c1nc(-c2ccccc2)n(-c2ccccc2)n1 | -12 | 5 | 1 | 4 | 0 | -4 | -1 | -5 | 0
O=C(Cc1ccccc1)NCC(=O)N1CCCCC1 | -26 | -3 | 11 | 5 | 1 | 0 | -3 | -1 | 0
COc1ccc(NC(=O)Nc2nnc(-c3ccco3)s2)cc1 | · | · | 16 | 27 | 5 | 2 | 3 | -5 | 5
O=P(Cc1nnco1)(c1ccccc1)c1ccccc1 | -16 | 0 | -23 | 0 | 1 | -8 | 1 | -7 | -2
Fc1cccc(-n2c(-c3ccco3)nc3nc4ccccc4nc32)c1 | -8 | 1 | 6 | 2 | 3 | -7 | -56 | -5 | 24
COc1ccc(-c2nnn(CC(=O)N3CCN(c4ccc(F)cc4)CC3)n2)cc1 | · | · | -19 | 19 | -2 | -3 | 2 | -8 | 2
CCN(Cc1ccccc1)c1ccc(/C=N/NS(=O)(=O)c2cccc([N+](=O)[O-])c2)cc1 | -4 | -5 | -5 | 3 | 0 | -13 | 0 | -4 | 0
O=C1NC(=S)N/C1=C/c1ccc(Oc2ccc(C(F)(F)F)cc2[N+](=O)[O-])c(Cl)c1 | 5 | -1 | -6 | 6 | 6 | -1 | 6 | 1 | 4
COc1ccc(N=c2cc(-c3ccc(O)cc3)oc3ccccc23)cc1 | 2 | 0 | 11 | 5 | 3 | 10 | -4 | -3 | -4
CCCn1c(NCc2c[nH]c3ccccc23)nc2ccccc21 | -20 | 14 | -13 | 1 | -5 | -4 | -1 | -13 | 4
COc1ccc(S(=O)(=O)NCCOc2ccccc2)cc1-n1cnnn1 | -11 | -9 | 16 | 20 | 4 | -4 | -1 | 1 | 0
COc1ccc(CCN2C(=O)CC(C(C)c3ccccc3)C2=O)cc1OC (stereo unspecified) | -11 | 2 | 8 | -1 | 3 | 1 | 4 | -4 | 0
CCNc1ccc2c(Cl)cc(=O)oc2c1 | 7 | -6 | -5 | 52* | 0 | -18 | 95* | -9 | 55*
Cc1cc(CNCc2c(C(=O)N(C)Cc3ccccc3)nc3ccccn23)nn1C | -3 | 1 | -15 | 0 | 1 | 13 | -2 | 7 | 0
CSc1ccc(CNc2ccc(Cl)cc2)cc1 | -14 | 5 | -18 | 0 | -4 | -18 | 1 | -11 | -2

Rewritten with values under each structure: six of the compounds above
Each structure is followed by: Mdm2 ligase inh	NPY-Y1 antag	NPY-Y1 PAM-ag	Hck-Nef inh	p97 ATPase inh	NPY2 pot ag	Runt-SMMHC FRET	RBBP9 inh	Runt-CBFb FRET
COc1ccc(-c2nnn(CC(=O)N3CCN(c4ccc(F)cc4)CC3)n2)cc1
    ·	·	-19	19	-2	-3	2	-8	2
CCN(Cc1ccccc1)c1ccc(/C=N/NS(=O)(=O)c2cccc([N+](=O)[O-])c2)cc1
    -4	-5	-5	3	0	-13	0	-4	0
O=C1NC(=S)N/C1=C/c1ccc(Oc2ccc(C(F)(F)F)cc2[N+](=O)[O-])c(Cl)c1
    5	-1	-6	6	6	-1	6	1	4
COc1ccc(N=c2cc(-c3ccc(O)cc3)oc3ccccc23)cc1
    2	0	11	5	3	10	-4	-3	-4
CCCn1c(NCc2c[nH]c3ccccc23)nc2ccccc21
    -20	14	-13	1	-5	-4	-1	-13	4
COc1ccc(S(=O)(=O)NCCOc2ccccc2)cc1-n1cnnn1
    -11	-9	16	20	4	-4	-1	1	0

Other results:
SMILES | Mdm2 ligase inh | NPY-Y1 antag | NPY-Y1 PAM-ag | Hck-Nef inh | p97 ATPase inh | NPY2 pot ag | Runt-SMMHC FRET | RBBP9 inh | Runt-CBFb FRET
Cc1ccc(/C=N\NC(=O)c2cc(OCC(F)(F)F)ccc2OCC(F)(F)F)cc1 | -6 | 6 | -32 | 2 | -3 | -17 | -4 | -7 | -1
CC(/C=C1\SC(=S)N(CCC(=O)Nc2nc(C)cs2)C1=O)=C\c1ccccc1 | · | · | -2 | 20 | 8 | 6 | -16 | -1 | -5
CCCS(=O)(=O)N1CCN(C(=O)CCC2CCCC2)CC1 | -20 | 4 | -4 | 1 | -11 | 2 | 0 | -5 | 1
CCCCn1c(NC(C)=O)c(C#N)c2nc3ccccc3nc21 | -11 | 7 | -26 | 49 | 30* | 3 | 79* | -1 | 33
CC12CCC(C/C1=N/O)C2(C)CBr (stereo unspecified) | -5 | · | 7 | 23 | 6 | -1 | -1 | -6 | 0
COc1ccc(S(=O)(=O)N(C)CC(=O)Nc2ccc3c(c2)OCO3)cc1 | -7 | 12 | -4 | 2 | 3 | -6 | -9 | 1 | 4
CCCCOc1ccc(CNn2c(C)nc3ccccc3c2=O)cc1 | -16 | 5 | -3 | 2 | 9 | 4 | -8 | -6 | -7
Cc1ccc(S(=O)(=O)C(NC(=O)c2ccccc2)=C(Cl)Cl)cc1 | · | -3 | -1 | -1 | 5 | -4 | · | -7 | ·
Cn1c(NC(=O)C[n+]2cc(-c3ccc(Cl)cc3)n3c2CCC3)cc(=O)n(C)c1=O | -3 | 6 | 2 | 2 | -1 | 9 | -1 | -4 | 1
N/N=C(\c1ccccc1)C12CN3CN(CN(C3)C1)C2 | -18 | 1 | -6 | 6 | 5 | -4 | 1 | -8 | 0
COc1ccc(OCCOCCOc2ccc(C)cc2[N+](=O)[O-])cc1 | -11 | 9 | -27 | -4 | -6 | -12 | 1 | 1 | -3
O=C(O)CCC(=O)NNC(=O)COc1cccc(Cl)c1 | 6 | 2 | 0 | -14 | -1 | -10 | -12 | 1 | 2
CCN(CC)CCNC1=NCCn2c1cc1cc(OC)ccc12 | -7 | 8 | -16 | 0 | -3 | -17 | -3 | -9 | 1
COc1ccc(CNC(=O)COC(=O)CCC2CCCCC2)cc1 | -10 | 2 | 0 | 1 | 4 | 9 | -3 | -7 | -5
CC(/C=C/c1ccco1)=N\NC(=O)c1cc(Cl)ccc1O | -12 | 3 | -23 | 31 | 4 | -2 | -6 | -5 | 1
O=C(O)CC(CC(=O)Nc1ccc(-n2ccc(C(F)(F)F)n2)cc1)c1ccccc1 (stereo unspecified) | -8 | · | -10 | 13 | -7 | -8 | 1 | -6 | -1
COC(=O)c1ccccc1NS(=O)(=O)c1ccc(NC(C)=O)cc1 | 8 | -5 | 15 | 20 | 2 | -6 | 0 | -8 | 2
CCCCn1c(NC(=O)C2CCCCC2)nc2ccccc21 | -7 | 3 | -11 | 1 | 1 | 2 | 3 | 1 | 2
COc1cccc(N2CCN(C3CCCC(C)C3)CC2)c1 (stereo unspecified) | -2 | 7 | -44 | 4 | 0 | 0 | -2 | 8 | -1
C=C1CCN([C@@H](C)C(=O)NCc2cc(OC)c(OC)c(OC)c2)S(=O)(=O)c2ccccc21 | 17 | · | · | 28 | · | · | 3 | · | 2
CC(C)Cc1ccc(C(C)C(=O)Nc2nccs2)cc1 (stereo unspecified) | -11 | 3 | -13 | 2 | -2 | 1 | -3 | -7 | 1
CCOc1cc([C@H]2[C@@H]3CCCC[C@]3(O)CCN2CC(=O)NCc2ccco2)ccc1O | 9 | 5 | -8 | 0 | 2 | -1 | 3 | 3 | 0

High-throughput results (PubChem BioAssay)
